rCAG binder – molecules binding r(CAG) RNA repeats; r(CAG) RNA repeat, TO-PRO-1 dye displacement fluorescence; 370,000 tested, 1.3% active; inhibition, % at 3 µM;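 active = inhibition above the plate cutoff, the mean of all test compounds on that plate plus 3 SD, cut at about 35% in these data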;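 also: 0% = DMSO alone and 100% = 100 µM mitoxantrone as full dye displacement; higher means more dye released from RNA so lower well fluorescence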
TDP2 absorb – blocks human TDP2 phosphodiesterase activity; 370,000 tested, 0.34% active; O95551; recombinant TDP2, T5PNP hydrolysis, p-nitrophenol absorbance 415 nm; AID 720702; inhibition, % at 12.8 µM;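 active = inhibition above the mean of all tested compounds plus 3 SD, set per campaign, cut at about 25% in these data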;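 also: 0% = DMSO with enzyme and 100% = buffer with substrate but no TDP2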
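Test system: human TDP2 enzyme; Input: 120 nM TDP2 per well; Buffer or medium: Mg2+-containing Tris-HCl buffer, pH 7.5; Reagent: 5 mM T5PNP; Dosing: 12.8 µM single point, 1% DMSO; Incubation: reaction 2 h, 37 °C; Detection: p-Nitrophenol epi absorbance; Read-out: % inhibition relative to enzyme-containing and enzyme-free wells; Replicates: single well per compound.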
MBD2 DNA inh – MBD2-methylated oligo binding inhibition | Q9UBB5 | TR-FRET, MBD2 binding to methylated oligonucleotide | inhibition, % at 4.4 µM | 370,000 tested, 0.31% active | AID 686964; in the data active = inhibition above about 13%
SIAE inh – inhibitors of human sialic acid acetylesterase SIAE; inhibition, % at 9.66 µM; Q9HAT2; SIAE FP-Rh probe binding, fluorescence polarization; AID 1053197; 370,000 tested, 0.69% active;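 active = inhibition above a cutoff: mean of compounds within the control limits plus 3 SD of those, cut at about 17% in these data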;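 also: 0% = plate median of compound wells and 100% = probe without SIAE protein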
LEDGF integ inh – blocks HIV-1 LEDGF/p75-dependent DNA integration; TR-FRET IN-LEDGF/p75 DNA integration, Eu/Cy5; inhibition, % at 3.7 µM; AID 743269; 370,000 tested, 0.64% active;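 active = inhibition above the screen-wide mean plus 3 SD, cut at about 13% in these data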;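 also: signal is the Cy5 over europium emission ratio at 671 and 618 nm; 0% = plate median of compound wells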
PRMT1 FP inh – PRMT1 (human) inhibition, primary screen; recombinant PRMT1, activity-based probe fluorescence polarization; inhibition, % at 2.79 µM; 370,000 tested, 1.3% active;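 active = inhibition above about 21% made by adding two undisclosed values, limit read from the data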
HTRA1 inhibitor – inhibitors of human serine peptidase HTRA1 | recombinant HTRA1, FP-rhodamine activity-based probe, fluorescence polarization | inhibition, % at 5.96 µM | 340,000 tested, 0.5% active; in the data active = inhibition above about 36%;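 also: 0% = enzyme with DMSO and 100% = wells lacking enzyme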
TCR CD3 inh – inhibitors of human TCR-CD3 interaction; inhibition, % at 9.4 µM; TAMRA-labeled TCR probe fluorescence, biochemical; 360,000 tested, 0.37% active; in the data active = inhibition above about 19%;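 also: recombinant mutant TCR 2C K166C tagged with TAMRA read by polarization; 0% = receptor in buffer alone and 100% = receptor with positive control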
ABHD4 inh – inhibitors of mouse ABHD4. Q8VD66. purified mABHD4, FP-Rh probe fluorescence polarization. inhibition, % at 8.92 µM. 370,000 tested, 0.54% active. AID 720543;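 active = inhibition exceeding the mean over every tested compound plus 3 SD, cut at about 30% in these data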;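 also: 0% = plate median of compound wells and 100% = S159A mutant with DMSO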
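Test system: mouse ABHD4 enzyme, wild type. Reagent: FP-Rh fluorescent activity-based probe, added after compound pre-incubation. Timing: pre-incubation 45 min, probe exposure 60 min, at 25 °C. Technique: FP readout, ex 525 nm / em 598 nm. Benchmarks: high control S159A mutant with DMSO, low control median of compound wells.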
GC-B act – GC-B (human) receptor activation | P20594 | AID 1920062 | HEK293-GC-B cells, CNP EC30, cGMP TR-FRET; 0% at EC30 CNP, 100% saturating CNP | 370,000 tested, 0.11% active | activation, % at 10 µM;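 active = activation at 10 µM reaching about 35% in either raw or pattern-adjusted values, limit read from the data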
Target sequence (P20594 whole entry, looked up): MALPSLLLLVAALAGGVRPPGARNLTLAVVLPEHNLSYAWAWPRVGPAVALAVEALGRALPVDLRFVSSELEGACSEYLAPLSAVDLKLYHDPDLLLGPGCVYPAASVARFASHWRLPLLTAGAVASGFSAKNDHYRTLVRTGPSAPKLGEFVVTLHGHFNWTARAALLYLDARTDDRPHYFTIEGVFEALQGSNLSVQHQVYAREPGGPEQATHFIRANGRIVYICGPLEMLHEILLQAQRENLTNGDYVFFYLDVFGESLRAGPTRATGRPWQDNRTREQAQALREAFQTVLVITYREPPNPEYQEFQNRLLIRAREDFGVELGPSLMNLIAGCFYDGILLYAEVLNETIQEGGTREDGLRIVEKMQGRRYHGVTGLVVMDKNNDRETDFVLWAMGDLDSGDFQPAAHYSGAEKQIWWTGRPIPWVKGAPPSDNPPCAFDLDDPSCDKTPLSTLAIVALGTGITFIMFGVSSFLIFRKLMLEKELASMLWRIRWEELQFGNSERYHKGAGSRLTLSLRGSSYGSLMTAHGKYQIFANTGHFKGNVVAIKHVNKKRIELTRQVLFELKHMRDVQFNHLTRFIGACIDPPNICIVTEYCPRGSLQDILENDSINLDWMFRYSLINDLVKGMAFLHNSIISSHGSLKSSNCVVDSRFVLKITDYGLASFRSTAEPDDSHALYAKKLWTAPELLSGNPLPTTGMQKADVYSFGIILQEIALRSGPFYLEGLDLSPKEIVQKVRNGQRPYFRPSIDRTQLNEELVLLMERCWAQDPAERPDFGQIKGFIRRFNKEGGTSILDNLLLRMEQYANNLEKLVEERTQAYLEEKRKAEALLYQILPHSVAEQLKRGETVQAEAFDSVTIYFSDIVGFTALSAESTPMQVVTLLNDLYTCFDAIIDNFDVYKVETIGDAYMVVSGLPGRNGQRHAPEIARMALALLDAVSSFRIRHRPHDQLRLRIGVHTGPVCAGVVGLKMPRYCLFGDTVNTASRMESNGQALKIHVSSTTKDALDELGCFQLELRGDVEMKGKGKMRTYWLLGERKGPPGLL
Numbers without * were called inactive; / = no result given.

SMILES	rCAG binder	TDP2 absorb	MBD2 DNA inh	SIAE inh	LEDGF integ inh	PRMT1 FP inh	HTRA1 inhibitor	TCR CD3 inh	ABHD4 inh	GC-B act
CC1(C(=O)NS(=O)(=O)Cc2ccccc2C(F)(F)F)CCN1C(=O)Cc1ccsc1 (centres undefined)	10.7	0.3	-1.1	-3.6	1.1	4.0	/	3.7	-1.9	-0.3
CCOc1cc(C2C(C(=O)N3CCCCC3)=C(C)NC3=C2C(=O)CC(C)(C)C3)ccc1O (centres undefined)	-6.4	-0.9	4.4	-1.9	1.0	-1.4	0.5	-1.2	2.7	2.2
COc1ccc2[nH]c3ccc(OC)cc3c2c1	3.0	6.5	2.4	-2.2	-4.4	-0.6	9.7	1.3	5.1	3.3
N#Cc1ccc(CSc2nnc3ccccn23)cc1	-0.3	-2.8	1.7	4.5	4.1	-6.8	-0.4	0.7	0.5	5.4
Cn1c(CNC(=O)c2ccco2)nnc1SCCOc1ccccc1	-1.7	-11.2	-2.8	-1.2	1.7	-0.5	1.7	4.0	-1.4	-2.9
CCCCn1nnnc1C(c1cccc(OC)c1OC)N1CCN(C/C=C/c2ccccc2)CC1 (centres undefined)	0.6	-3.4	1.7	2.4	3.0	-2.6	/	-13.3	0.7	-5.2
COc1ccc(F)cc1C(=O)C1CCCN(C(=O)c2ocnc2C)C1 (centres undefined)	-7.2	-4.1	-3.3	-2.6	-2.6	-0.5	-2.7	3.7	-0.9	2.4
Cc1ccc2nc(-c3ccccc3)c(-c3ccccc3)nc2c1	-4.6	-13.0	-3.8	-0.1	6.2	-3.9	-10.5	2.6	-1.5	-1.8
Cc1cccc2c3c([nH]c12)CCNC3	0.4	14.2	-1.5	1.1	-2.4	0.5	3.2	-6.6	2.5	5.1
CCOC(=O)N1CCC(NC(=O)c2cc(C(=O)NC3CCCC3)ccc2CO)CC1	0.7	-8.2	0.4	-3.3	-0.5	-1.2	-5.3	-6.2	0.2	-0.3
O=C(CN1C(=O)C2C3C=CC(C3)C2C1=O)Nc1nncs1 (centres undefined)	-1.0	12.0	-4.5	7.4	6.8	-0.6	-7.2	8.1	-4.8	-3.4
O=C(CCSCCc1ccccn1)Nc1ccc(Cl)cn1	-6.0	12.7	1.2	2.0	-0.1	-1.6	4.6	1.4	-3.3	3.0
COc1ccc(CNC(=O)Nc2cc(C)ccc2C)cc1	-0.8	-5.6	7.6	-3.0	2.3	-4.1	-0.4	5.7	-1.9	-7.3
CC(c1ccccc1)C(CC(=O)O)C(=O)NC1CCCCC1 (centres undefined)	3.8	4.0	-0.3	-4.3	0.8	-3.2	-7.2	1.0	-4.2	-5.4
CCN(CC)CCN(C)C(c1cc2ccccc2o1)c1nnnn1C(C)(C)C (centres undefined)	3.5	1.6	-4.6	3.5	-3.8	-2.6	/	-1.5	2.2	-5.5
COCCCn1ccc(O)c(Cc2ccc(F)cc2)c1=O	2.8	-8.0	-0.7	0.5	0.4	1.6	3.3	-1.2	-13.2	7.0
COc1ccc(OC)c(NC(=O)Nc2nc(CN(C)C)cs2)c1	1.9	6.2	9.0	2.8	-1.5	5.7	/	-3.0	10.7	0.5
Cc1nn(CC(=O)N2CCOCC2)c(=O)c2nn(-c3ccccc3)c(C)c12	-0.6	2.8	0.6	1.1	-2.1	5.6	5.4	5.3	0.4	3.9
CCOC(=O)CCCc1ccc(/C(C)=N/NC(=S)NC)cc1	-6.5	-10.7	0.8	-3.4	-3.1	0.8	-3.9	1.5	0.1	2.0
COc1ccc(S(=O)(=O)CCC(=O)N(C)c2ccc(OC)cc2OC)cc1	-3.7	-7.2	-0.1	-1.1	1.0	2.5	5.6	3.7	-0.6	-4.2
COC(=O)CSC1=C(C#N)C(c2ccccc2)CC(=O)N1 (centres undefined)	-1.7	4.5	-1.9	-3.3	-1.5	3.4	-0.9	2.2	-6.3	-2.2
Cc1ccc(Cl)cc1N1CCN(S(=O)(=O)c2c(C)noc2C)CC1	0.3	7.1	-2.8	-3.1	-1.7	-1.1	-8.9	2.8	-1.2	2.0
N#Cc1cc([N+](=O)[O-])ccc1NC(=O)CSc1n[nH]c(=O)[nH]c1=O	7.1	7.3	-2.8	1.0	-0.2	-0.5	5.1	4.3	4.0	0.7
O=C(C1CCC(Cn2c(=S)[nH]c3ccccc3c2=O)CC1)N1CCOCC1 (centres undefined)	-1.7	4.9	3.9	-2.9	0.7	2.0	4.8	3.2	-1.7	-0.6
CCCCNC(=O)C1(C)CCCCN1C(=O)c1c(C)noc1C (centres undefined)	2.6	6.6	3.1	-0.7	0.3	1.3	/	1.4	-2.5	6.9
O=c1cc(-c2ccc(O)cc2)oc2ccc(O)cc12	1.0	3.5	-3.6	0.2	2.8	2.1	3.1	-7.3	-4.8	-10.7
Oc1ccc(C[C@H]2CNC(=S)N2CC2CCCN2C[C@H](Cc2ccc(O)cc2)N2C[C@H](Cc3ccccc3)N(CC3CCCCC3)C2=S)cc1 (some centres undefined)	11.6	2.9	0.2	-37.5	5.4	-1.6	-63.8	6.3	-34.0	0.4
CCc1nn(CCCC(=O)NC(C)c2ccccc2)c(=O)c2cc3occc3n12 (centres undefined)	-1.3	-27.7	-2.4	-7.2	0.6	-4.4	-0.5	2.6	-2.1	-9.7
COc1ccc(C2C(C(=O)NCc3cccnc3)c3cc(OC)c(OC)cc3C(=O)N2C)cc1 (centres undefined)	-4.0	-7.5	0.9	-0.9	-0.6	0.7	18.0	8.7	5.9	-5.7
O=[N+]([O-])c1cc(Br)cc(/C=N/n2cnnc2)c1O	5.7	-1.9	-12.3	2.4	1.3	7.4	7.0	-1.1	8.2	1.8
Cc1ccc(Cn2c(CN3CC(C)OC(C)C3)nc3c2c(=O)[nH]c(=O)n3C)cc1 (centres undefined)	-2.9	-2.9	1.1	6.7	0.6	0.0	-1.4	2.7	-2.1	-1.5
CC(=O)Nc1ccc(Oc2ccc([N+](=O)[O-])cc2Cl)cc1	-0.8	7.3	0.7	3.1	2.1	-0.3	-12.7	3.9	-6.9	-3.9
c1ccc(C2CCCN(Cc3nc(CC4CC4)no3)CC2)cc1 (centres undefined)	1.1	6.4	3.1	-1.3	-3.6	0.3	-7.1	6.0	2.4	0.6
CCC1(C(=O)OC)NC(c2ccco2)C2C(=O)N(c3ccc(C)cc3)C(=O)C21 (centres undefined)	3.8	4.1	8.3	3.1	-1.5	1.5	5.3	1.1	8.6	3.0
COc1cc(OC)cc(C(=O)N2c3ccc(F)cc3CCC2C)c1 (centres undefined)	-11.8	2.8	0.9	-2.8	2.9	-0.2	-2.3	0.6	2.5	-24.9
CCOc1ccc(C(=O)NCc2ccccc2OC)cc1	-5.0	4.7	4.0	-2.8	-2.3	-0.9	-3.4	6.4	3.3	0.4
O=C(CSc1nnc(-c2ccccc2)n1-c1ccc(Cl)cc1)NC1CCS(=O)(=O)C1 (centres undefined)	-5.0	-9.7	2.9	0.8	4.6	0.5	1.2	2.6	2.3	-13.1
CCc1nnc(NC(=O)CSc2nnc(CNc3ccc(F)cc3)n2C2CCCCC2)s1	-2.1	6.4	6.5	8.8	-1.9	6.2	-16.6	-2.8	11.7	-1.6
CCOC(=O)C1CCN(C(=O)COc2ccc([N+](=O)[O-])cc2)CC1	-2.4	1.8	-1.7	7.4	-3.5	3.5	-1.7	-3.5	8.0	0.7
COc1cc2c(cc1NC(=O)C(C)Sc1cccc[n+]1[O-])oc1ccccc12 (centres undefined)	7.6	4.6	4.7	-8.9	-1.6	3.9	-12.7	-2.2	-0.2	-0.3

Four of these compounds, reformatted.
Sequence of screens: rCAG binder	TDP2 absorb	MBD2 DNA inh	SIAE inh	LEDGF integ inh	PRMT1 FP inh	HTRA1 inhibitor	TCR CD3 inh	ABHD4 inh	GC-B act
COc1ccc2[nH]c3ccc(OC)cc3c2c1
  3.0	6.5	2.4	-2.2	-4.4	-0.6	9.7	1.3	5.1	3.3
N#Cc1ccc(CSc2nnc3ccccn23)cc1
  -0.3	-2.8	1.7	4.5	4.1	-6.8	-0.4	0.7	0.5	5.4
Cn1c(CNC(=O)c2ccco2)nnc1SCCOc1ccccc1
  -1.7	-11.2	-2.8	-1.2	1.7	-0.5	1.7	4.0	-1.4	-2.9
CCCCn1nnnc1C(c1cccc(OC)c1OC)N1CCN(C/C=C/c2ccccc2)CC1 (centres undefined)
  0.6	-3.4	1.7	2.4	3.0	-2.6	/	-13.3	0.7	-5.2

Additional results follow:
SMILES	rCAG binder	TDP2 absorb	MBD2 DNA inh	SIAE inh	LEDGF integ inh	PRMT1 FP inh	HTRA1 inhibitor	TCR CD3 inh	ABHD4 inh	GC-B act
O=C(NCc1ccco1)C(=O)c1cn(CC(=O)N2CCCC2)c2ccccc12	-1.9	1.0	-1.6	-7.7	0.4	-2.4	0.6	1.3	-3.0	-3.1
O=S(=O)(Nc1ccccc1N1CCCC1)c1ccccc1C(F)(F)F	3.2	-6.2	1.4	9.4	0.9	4.2	18.0	3.5	6.6	0.0
OCCN1CCN(c2ncnc3c2ncn3[C@H]2CN(Cc3cccc(C(F)(F)F)c3)C[C@@H](CO)O2)CC1	-0.1	-9.4	-3.0	2.5	-1.6	-1.2	/	5.6	2.8	-2.3
Cc1nc(N2CCN(S(=O)(=O)c3ccc(F)cc3)CC2)c2c(-c3cccs3)csc2n1	1.7	1.7	-3.7	9.3	1.2	-0.7	-27.9	2.5	4.5	-1.3
Nc1cc(=O)[nH]c(SCC(=O)Nc2ccc([N+](=O)[O-])cc2)n1	7.2	7.8	-0.7	-2.0	-7.5	5.3	-4.5	-1.0	2.6	3.0
CCC(C)n1c(OC)nc2c1c(=O)n(C)c(=O)n2C (centres undefined)	-0.1	2.3	-1.4	3.3	-0.6	2.4	6.2	-0.9	1.7	4.3
CCCn1ncc(CN2CCN(Cc3ccsc3)C(CCO)C2)c1C (centres undefined)	-4.2	-0.8	-3.6	16.2	-1.1	-3.7	2.5	8.0	-0.9	3.2
COC(=O)C/C(N)=C(\C#N)C(=O)OC	-3.0	9.6	0.2	-3.0	-3.1	6.7	-0.2	-6.1	-3.4	2.7
CC(=O)c1cccc(NC(=O)NC(C)c2ccncc2)c1 (centres undefined)	-2.9	0.2	-2.8	-0.7	0.9	4.9	-4.9	-6.5	6.5	2.8
Cc1cccnc1NC(=O)CCCNC(=O)c1ccc(Cl)cc1	-4.2	-2.9	2.5	1.8	-5.2	-2.3	2.6	2.1	2.1	-8.6
CC(=O)c1ccc(OCc2cc(=O)n3ccsc3n2)cc1	-0.3	-8.4	-0.4	-0.9	-3.4	1.1	6.6	1.9	-1.2	0.5
Cc1ccc(C(=O)N2CCN(S(=O)(=O)N3CCCCCC3)CC2)cc1	-4.9	2.2	-0.6	-11.0	-2.1	1.3	-3.6	-7.0	0.0	6.0

Bioassay records from PubChem.

The list is partial; rates above refer to the full screens.
